# GAA glycogen: qHTS Assay for Inhibitors and Activators of Human alpha-Glucosidase Cleavage of Glycogen. 0.38% of 300,000 active. Potency, µM (top dose mostly 76.4 µM), without a hit: at the top dose activity change, negative = inhibition, usual class: inhibitors. Lysosomal alpha-glucosidase (Homo sapiens), P10253. recombinant GAA, glycogen substrate, Amplex Red glucose oxidase fluorescence;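 note: 0% = full enzyme reaction and -100% = no-enzyme basal signal; the screen sought inhibitors and activators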
#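 Recombinant enzyme (4 nM final) with compounds titrated up to 77 uM and bovine liver glycogen (30 ug) in citrate pH 5.0, 0.01% Tween-20, 37 C 40 min. Released glucose detected by Amplex Red/glucose oxidase (Ex 573/Em 610); AC50 from Hill fits.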
# Epigenetic derep: Quantitative High-Throughput Screen for Regulators of Epigenetic Control. murine LDR cells, GFP reporter derepression, 30 h. Potency, µM (doses to about 53.9 µM), for inactives: at the highest dose GFP activation, actives largely listed as activators. 0.2% of 280,000 active. AID 1865, 2009; note: % of control where 0% means no effect; nearly all actives have a fitted effect of over 60% in size
#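 Murine LDR cells carrying a silenced, genomically integrated CMV-driven GFP reporter were exposed to compound for 30 hours at 37 C. After PBS washes, GFP-positive cells (20–120 um objects) were counted by laser-scanning microplate cytometry.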
# aGlu spleen mod: qHTS Assay for Inhibitors and Activators of Human alpha-Glucosidase From Spleen Homogenate; Lysosomal alpha-glucosidase (Homo sapiens), P10253; human spleen homogenate, 4-MU-alpha-glucoside fluorescence; Potency, µM (top dose mostly 79.9 µM), for the others: at the highest dose activity change, negative = inhibition, actives largely listed as inhibitors; 0.006% of 240,000 active; AID 2112, 2009;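 note: 0% = enzyme with vehicle and -100% = no enzyme basal signal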
#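 Compounds were titrated against alpha-glucosidase in spleen homogenate at pH 5.0, with 1 mM 4-methylumbelliferyl substrate for 40 min at 37 C. Reactions were quenched with pH 10 NaOH/glycine and fluorescence measured.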
# NPSR antag: qHTS Assay for Antagonists of the Neuropeptide S Receptor: cAMP Signal Transduction; CHO-NPSR cells, cAMP TR-FRET, antagonist mode; Potency, µM (doses to about 38.3 µM), without a hit: at the top dose activity change, negative = inhibition, actives largely listed as inhibitors; 1% of 220,000 active; AID 1461, 2008; note: % is set by controls: 0 for no effect and ±100 for the full control effect; nearly all actives have a fitted effect of over 50% in size; many of its hits are not listed in these tables
# Target sequence (Q6W5P4 whole entry, looked up): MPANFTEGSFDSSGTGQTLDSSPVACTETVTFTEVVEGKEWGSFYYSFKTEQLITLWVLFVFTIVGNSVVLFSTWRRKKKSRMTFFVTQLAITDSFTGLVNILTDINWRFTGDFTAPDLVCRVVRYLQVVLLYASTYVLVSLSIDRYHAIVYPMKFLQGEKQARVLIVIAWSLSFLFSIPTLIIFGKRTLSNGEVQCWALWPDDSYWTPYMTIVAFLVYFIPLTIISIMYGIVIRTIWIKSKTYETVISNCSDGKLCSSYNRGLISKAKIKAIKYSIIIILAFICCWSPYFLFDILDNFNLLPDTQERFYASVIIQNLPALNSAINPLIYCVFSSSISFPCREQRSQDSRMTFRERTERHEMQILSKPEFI
# Tau fluor cs: Counterscreen qHTS for Inhibitors of Tau Fibril Formation, Fluorescence Polarization; tau K18 P301L (four-repeat tau fragment) Alexa594 fluorescence, heparin fibrillization; Potency, µM (titrated, usually from 57.7 µM), for the others: top-dose activity change, negative = decrease; 0.93% of 280,000 active; AID 1463, 2008; note: % is set by controls: 0 for no effect and ±100 for the full control effect; nearly all actives have a fitted effect of over 55% in size
#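 Human K18 P301L tau (15 uM unlabeled plus 0.24 uM Alexa 594-labeled, final) in 100 mM sodium acetate pH 7 was mixed with compound and 20 uM heparin and incubated 6 hr at 37 C.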
# GLA spleen mod: qHTS Assay for Inhibitors and Activators of Human alpha-Galactosidase From Spleen Homogenate. human spleen homogenate, 4MU-alpha-Gal fluorescence, 40 min. Potency, µM (top dose mostly 80 µM), for the others: at the top dose activity change, negative = inhibition, hits mostly inhibitors. 0.008% of 240,000 active;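 note: 0% = enzyme with vehicle and -100% = no enzyme basal signal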
# Target sequence (P06280 32-429 limits assumed): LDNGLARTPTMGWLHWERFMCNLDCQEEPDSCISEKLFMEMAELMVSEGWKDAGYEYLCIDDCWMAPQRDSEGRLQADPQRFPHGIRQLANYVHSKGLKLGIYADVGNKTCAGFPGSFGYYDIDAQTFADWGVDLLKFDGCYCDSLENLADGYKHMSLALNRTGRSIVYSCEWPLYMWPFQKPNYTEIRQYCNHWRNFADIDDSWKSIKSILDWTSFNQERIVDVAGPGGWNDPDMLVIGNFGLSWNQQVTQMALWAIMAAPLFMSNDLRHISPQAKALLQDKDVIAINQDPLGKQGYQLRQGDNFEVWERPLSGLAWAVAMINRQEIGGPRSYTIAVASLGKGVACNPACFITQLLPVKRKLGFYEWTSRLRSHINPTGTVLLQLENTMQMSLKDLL
#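 Spleen homogenate 1 ug + cpd (titration) + 4-MU-alpha-D-galactopyranoside 1 mM; 37C 40 min; 50 mM citrate/phosphate pH 5.0, 0.01% Tween-20; stop pH 10; fluorescence 365/440; AC50 via Hill.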
# GAA inh: qHTS Assay for Inhibitors of Human alpha-Glucosidase as a Potential Chaperone Treatment of Pompe Disease. 0.005% of 200,000 active. purified human GAA, 4-MU-alpha-glucoside fluorescence. Potency, µM (titrated, usually from 76.9 µM), for inactives: at the highest dose activity change, negative = inhibition, actives largely listed as inhibitors. Lysosomal alpha-glucosidase (Homo sapiens), P10253;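 note: plate controls were uninhibited enzyme wells for no effect and no-enzyme background for full effect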
#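 Fluorogenic assay: 4 nM human alpha-glucosidase with 400 uM 4-methylumbelliferyl-alpha-D-pyranoside in 50 mM citrate/phosphate, 0.005% Tween-20, pH 5.0, 20 min at room temperature. Compounds tested up to 77 uM; AC50 from Hill fits.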
# ALDH1A1 block: qHTS Assay for Inhibitors of Aldehyde Dehydrogenase 1 (ALDH1A1); Aldehyde dehydrogenase 1A1 (Homo sapiens), P00352; Purified ALDH1A1, NADH fluorescence, propionaldehyde substrate; Potency, µM (series often up to 75.3 µM), for the others: at the top dose activity, negative = inhibition, most hits filed as inhibitors; 7.3% of 220,000 active; active = well fitted inhibition curve with a large enough effect, not every such curve was filed as active; inconclusive = small, poorly fitted or top-dose-only effect, or another doubt; inactive = no such curve, though single readings can be large or run the other way;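 note: plate controls were no enzyme wells and a reference inhibitor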
# Starred values were filed as active, the others as inactive; ? = inconclusive; / = no result given; & = joins results of further samples; [ ] = remark or other dose. Unless noted, calls come from the whole dose curve; as a rule, active = well fitted curve in the direction sought with a large enough effect; inconclusive = small, poorly fitted or top-dose-only effect, or another doubt; inactive = no such curve, though single readings can be large; an effect the other way counts as inactive or inconclusive. Potency is the fitted concentration of half-maximal effect. Not all compounds are listed; rates above refer to the full screens.
cpd | molecule | GAA glycogen | Epigenetic derep | aGlu spleen mod | NPSR antag | Tau fluor cs | GLA spleen mod | GAA inh | ALDH1A1 block
1 | CSc1ccc(CN2CCN(C(C)C)C(CCO)C2)cc1 (stereo unspecified) | -9% | -0.2% | -6% | -17% | 0% | 6% | / | 0%
2 | Cc1cc(C(=O)CN2CCCC(C)C2)c(C)n1-c1ccc(F)cc1 (stereo unspecified) | 25% | 1.1% | -2% | 0%[46.1 µM] | -5% | 11% | -1% | 1%
3 | O=C(Nc1cccc([N+](=O)[O-])c1)ONC1=NCCCCC1 | -19% | -2.6% | -6% | 5% | 14% | -7% | / | /
4 | CCOC(=O)c1c(NC(=O)CSc2nnnn2C)sc(C)c1C | 0% | -2.1% | -5% | -17%[46.1 µM] | -4% | 8% | 0% | ?
5 | COc1ccc(C(=O)N2N=C(c3cccc(OC)c3)CC2(O)C(F)(F)F)cc1 (stereo unspecified) | -13% | -0.9% | -7% | -19% | -18% | -2% | -6% | 10%
6 | COc1ccc(C2SCC(=O)N2c2c(C)n(C)n(-c3ccccc3)c2=O)cc1OC (stereo unspecified) | -9% | 0.8% | -4% | -3%[46.1 µM] | -8% | -4% | -3% | 1%
7 | Cc1cccc(-n2ncc3c(NC(C)C)ncnc32)c1 | -2% | 1.3% | -5% | -7%[46.1 µM] | 0% | -1% | -4% | -3%
8 | O=C(O)C1CCN(C(=O)COc2ccc3c4c(c(=O)oc3c2)CCC4)CC1 | 0% | -2.9% | 12% | 19%[46.1 µM] | -14% | 7% | ? | ?
9 | CC(C)c1ccc(OCc2ccc(C(=O)O)o2)cc1 | -1% | -5.5% | -4% | -8% | 12% | 0% | 0%[15.4 µM] | /
10 | Cn1c(Cl)c(/C=N/OC(=O)c2cccc(Cl)c2)c2ccccc21 | -4% | -1.8% | -2% | 5%[46.1 µM] | -16% | 2% | -1% | 6%
11 | COc1ccc(NC(=S)N2CCCN(Cc3cccc(Cl)c3)C2)cc1 | 4% | 1.1% | -3% | -8% | ? | 5% | -2% | -5%
12 | COc1ccccc1C1(CC(=O)Nc2nccs2)CCOC(C(C)C)C1 (stereo unspecified) | -1% | 0.0% | -4% | -7%[46.1 µM] | -7% | -12% | -10% | 3%
13 | COc1cc(C(=O)NC2CCN(Cc3nnnn3Cc3ccc(F)cc3)CC2)cc(OC)c1OC | 0% | -1.1% | 3% | -5% | -7% | 4% | 14% | -2%
14 | O=C(CCCN1C(=O)c2ccccc2C1=O)N1CCOCC1 | 9% | 0.1% | 1% | -12% | 1% | -3% | 1% | -3%
15 | Cc1cccc(C)c1OCC(O)CNS(=O)(=O)c1ccccc1C(=O)N1CCCCC1 (stereo unspecified) | 3% | -1.0% | -9% | 18% | -7% | -9% | 2% | -4%
16 | CCOc1ccc(OCC)c(NS(=O)(=O)c2ccc3c(c2)n(C)c(=O)c(=O)n3C)c1 | 0% | 0.0% | -2% | 1%[46.1 µM] | 7% | -5% | -1% | -4%
17 | Cc1ccc2c(c1)C(=O)CC(O)(C(F)(F)F)O2 (stereo unspecified) | -5% | 7.4% | -2% | 12% | -1% | 2% | / | /
18 | CCC(C)NCCCOc1c(C)cc(C)cc1Br (stereo unspecified) | 1% | 1.0% | 1% | 8% | -12% | 1% | -2% | 5%
19 | Cc1ccc(Nc2c(-c3ccco3)nc3nc(C)cc(C)n23)cc1 | ? | -0.8% | -6% | -19% | -9% | 3% | ? | 5%
20 | C=CCN1C(=O)C2(/C(=C(\O)c3ccc4c(c3)OCCO4)C(=O)C(=O)N2CCCOC)c2ccccc21 (stereo unspecified) | 6% | 0.9% | -9% | 10%[46.1 µM] | 9% | 6% | -3% | 2.8µM*
21 | CN(C)CCCn1c(NCc2ccc3c(c2)OCO3)nc2ccccc21 | 0% | -1.6% | -9% | -6%[46.1 µM] | -4% | -10% | -3% | 5%
22 | COc1ccc(C(=O)/C=C/c2ccc(N3CCCCC3)c([N+](=O)[O-])c2)c(OC)c1 | 9% | 2.1% | 3% | -45% | ? | -3% | -13% | 20µM*
23 | Cc1ccc(NC(=O)COc2ncnc3c(Cl)cc(Cl)cc23)cc1[N+](=O)[O-] | -7% | 0.0% | -20% | -5% | -14% | 4% | 10% | 4%
24 | COc1ccc(OC)c(S(=O)(=O)NCc2cn3c(C)csc3n2)c1 | 7% | -0.9% | 9% | 0%[46.1 µM] | 7% | 8% | 4% | -1%
25 | CC(C)(C)[C@]1(O)CCN2CC3c4ccccc4CCc4cccc(c43)[C@@H]2C1 (stereo partly specified) | / | -0.2%&1.1% | -5%&-4% | ? | -12%&-4% | ? | / | -16%&6%
26 | O=C(O)CSC(=S)N1CCCCC1 | 12% | -0.9% | 4% | 13% | 22% | -4% | 10% | -6%
27 | O=C(CSc1n[nH]c(=O)[nH]c1=O)N/N=C/C=C\c1ccccc1 | 7% | -8.1% | -5% | -14% | -6% | 1% | 5% | 3%
28 | CCN(CC)C(=O)c1cc([N+](=O)[O-])cc2c1-c1ccc([N+](=O)[O-])cc1C2=C(C#N)C#N | 3% | -0.3% | -1% | 15%[7.67 µM] | ? | -9% | / | /
29 | O=C(Nc1ccccc1Cl)N1CCn2c(nc3ccccc32)C1 | / | -4.5% | 9% | -4%[46.1 µM] | -11% | 13% | -10% | -37%
30 | Cc1ccc(NC(=S)NNC(=O)c2cccc([N+](=O)[O-])c2)cc1Cl | -6% | 0.7% | -3% | -4% | ? | 1% | / | /
31 | O=C(CCN1CCCCC1)NNC(=O)C12CC3CC(CC(C3)C1)C2 | 7% | -2.7% | -2% | 13% | -1% | 6% | 6% | -12%
32 | O=C(Cc1ccccc1)Nc1nnc(-c2ccco2)s1 | -14% | -1.0% | -8% | -5%[46.1 µM] | -3% | 0% | -11% | ?
33 | CCOc1ccc(C(=O)c2ccncc2)cc1 | 2% | 0.0% | 1% | ? | 4% | 1% | -17% | 4%
34 | Cn1c(SCc2ccc([N+](=O)[O-])cc2)nc2c(c1=O)SCC2 | 0% | 3.9% | / | -16% | -17% | 2% | -6% | ?
35 | O=C(O)CC12C[C@H]3C[C@@H](C1)CC(n1ncc(N4CCN(c5ccccc5)CC4)c(Cl)c1=O)(C3)C2 | -2% | -1.0% | -5% | 7% | -3% | 1% | -1% | 7.9µM*
36 | O=C(CSC(=S)N1CCCCC1)c1c(F)cccc1F | -6% | ? | 0% | 11% | -27% | -1% | -1% | 13µM*
37 | COc1ccc(C2C(C#N)=C(N)Oc3cc(C)[nH]c(=O)c32)c(OC)c1OC (stereo unspecified) | 1% | 1.0% | 4% | 15%[46.1 µM] | 3% | -2% | -2%[15.4 µM] | 1%
38 | Cc1ccc(C)c(S(=O)(=O)N2CCCOC2CNC(=O)C(=O)NCCC2=CCCCC2)c1 (stereo unspecified) | 14% | 1.1% | 0% | -13% | -11% | -6% | -9% | 0%
39 | CCn1cc(/C=N\NC(=O)c2ccc3c(c2)c(C)c(C)n3Cc2ccccc2)c(C)n1 | -13% | 0.0% | -5% | -12%[46.1 µM] | ? | -6% | -6% | 1%
40 | CCOc1ccc(/C=C2\SC(=S)N(C)C2=O)cc1OC | 2% | ? | 8% | 17% | -14% | -2% | 0% | 5%

# Part of the list above, showing only aGlu spleen mod, GAA glycogen and Epigenetic derep.
entry	Molecule	aGlu spleen mod	GAA glycogen	Epigenetic derep
33	CCOc1ccc(C(=O)c2ccncc2)cc1	1%	2%	0.0%
34	Cn1c(SCc2ccc([N+](=O)[O-])cc2)nc2c(c1=O)SCC2	/	0%	3.9%
35	O=C(O)CC12C[C@H]3C[C@@H](C1)CC(n1ncc(N4CCN(c5ccccc5)CC4)c(Cl)c1=O)(C3)C2	-5%	-2%	-1.0%

# Further results follow:
item	molecule	GAA glycogen	Epigenetic derep	aGlu spleen mod	NPSR antag	Tau fluor cs	GLA spleen mod	GAA inh	ALDH1A1 block
41	CSc1nc2ccc(NC(=O)c3ccc(F)c(F)c3)cc2s1	4%	-1.9%	-1%	-21%	?	-13%	4%	-3%
42	O=C(CCSc1ccc(Cl)cc1)c1cccs1	2%	4.5%	2%	?	-13%	5%	6%	0.35µM*
43	O=C(Cn1nnc(-c2cccs2)n1)NCc1ccco1	16%	-1.6%	2%	-18%	-10%	-4%	-1%	8%
44	CN=C1CC(C)(C)CC(=O)/C1=C(/O)CCCN1C(=O)c2ccccc2C1=O	-3%	1.5%	2%	2%	-1%	7%	?	?
45	COc1ccc(-n2cc(CNCCCN3CCCC3=O)c(-c3ccccc3Cl)n2)cc1	-10%	-2.3%	5%	-17%	0%	-3%	/	8%
46	CC(C)(C)c1cc(NCCCn2ccnc2)n2ncc(-c3ccc(Cl)cc3)c2n1	-23%	0.0%	0%	?	?	6%	6%	?
47	CCOc1ccc(-n2c(O)c(/C=N/NC(=O)C3COc4ccccc4O3)c3ccccc3c2=O)cc1 (stereo unspecified)	?	1.1%	3%	-21%	?	4%	-9%	-4%
48	O=C(NN1C(=O)C2C(C1=O)C1C=CC2C12CC2)c1cccc(Cl)c1 (stereo unspecified)	-5%	-2.1%	3%	-10%	-9%	-11%	13%	-11%
49	O=C(Cc1ccccc1)NNC(=O)C1CCN(c2ncccn2)CC1	4%	-0.2%	-10%	28%	5%	1%	8%	-4%
50	COc1ccc(C(=O)c2sc(Nc3cccc(OC)c3)c(C(=O)Nc3cccc(C)c3C)c2N)cc1	-14%	-2.9%	-4%	-13%[46.1 µM]	?	1%	?	-2%
51	Cc1ccccc1-n1c(Cn2c(=O)sc3ccccc32)nnc1SCC(=O)N1CCCC1	1%	0.0%	1%	-7%[46.1 µM]	6%	4%	1%	?
52	CCC(=O)N1N=C(c2ccc(C)o2)CC1c1ccc(Br)cc1 (stereo unspecified)	6%	0.0%	-21%	-26%	-8%	-4%	-10%	?
